ERK EGF inh: qHTS Assay for Inhibitors of the ERK Signaling Pathway using a Homogeneous Screening Assay; Stimulation with EGF. HEK293-V1b, EGF-stimulated phospho-ERK AlphaScreen. actives 0.41% (n = 130,000). Potency, µM (highest dose often 11.5 µM), inactives show at the top dose activity change, negative = inhibition, hits mostly inhibitors; active = well fitted inhibition curve with a large enough effect; inconclusive = small, poorly fitted or top-dose-only effect, or effect the other way;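 note: plate controls were stimulated vehicle wells for no effect and unstimulated vehicle basal for full effect; nearly all actives have a fitted effect of over 55% in size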
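V1b-HEK293, 1% FBS o/n; cpd 30 min 37C; EGF 25 nM final, 5 min; lyse 10 min; AlphaScreen beads 5 h RT. Normalized DMSO basal vs EGF max; Hill AC50.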
* = called active by the depositor; u = inconclusive; & = joins results of further samples; [ ] = dose if it differs, or a comment. Potency is the fitted concentration of half-maximal effect. Not all compounds are listed (hit frequency here may not be typical).

SMILES	ERK EGF inh
CCOC(=O)CN1CC23C=CC(O2)C(C(=O)N2CCN(c4ccc(F)cc4)CC2)C3C1=O (configuration not stated)	-4.5%
CN(Cc1ccco1)S(=O)(=O)c1ccc2c(c1)CCN2C(=O)CCC(=O)O	-1.2%
COc1cc(OC)c2c(c1)S(=O)(=O)C(c1ccccc1)=C2N	1.5%
COc1ccc(S(=O)(=O)NC(N)=NCCc2ccc(OC)c(OC)c2)cc1C	-2.0%
COC(=O)CCc1c(C)c(C(=O)c2ccc(F)cc2)c2ccccn12	-8.2%
CCC(C)(C)NC(=O)c1cc(S(=O)(=O)N2CCCCC2)ccc1N1CCOCC1	2.9%
COC(OC)c1ccnc(-c2ccc(OC(=O)c3ccc(F)cc3)cc2)n1	-12.7%
CCC(C)n1c(SCC(=O)NC(=O)c2cccn2C)nc2ccccc2c1=O (configuration not stated)	1.6%
CN(C)c1ccc(/C=N/NS(=O)(=O)c2ccc(Br)cc2)cc1	-5.6%[57.5 µM]
Oc1cc2c(cc1O)C(c1ccccc1)CNCC2 (configuration not stated)	17.1%&-0.5%
Cc1cccc(S(=O)(=O)NNC(=O)c2cc(-c3ccc(F)cc3)nc3ccccc23)c1	-6.9%
C[C@@H]1CN(Cc2nc(-c3ccc(Cl)cc3)no2)C[C@H](C)O1	-5.7%
COc1cc2c(cc1NC(=O)C(C)OC(=O)/C=C/c1ccc(OC(F)F)cc1)oc1ccccc12 (configuration not stated)	-10.5%
N#CC1=C(N)N(c2ncn[nH]2)C2=C(C(=O)CCC2)C1c1ccc(F)cc1 (configuration not stated)	8.3%
CC1(C)CC(CNCCC(c2ccc(F)cc2)c2ccco2)CCO1 (configuration not stated)	-3.5%[57.5 µM]
Cc1ccc(S(=O)CCNC(=O)Cc2ccccc2)cc1 (configuration not stated)	-5.1%
Cc1ccc(Nc2nc(CSc3nnc(-c4ccncc4)n3-c3ccccc3C)cs2)cc1	2.0%
Nc1nc2ncc(C(=O)c3cc(Cl)cc(Cl)c3O)cc2s1	11.3%[57.5 µM]
COC(=O)c1sc(N2CCN(c3ccc(Cl)cc3)CC2)nc1N	-3.1%
Fc1cccc(CN2CCN(Cc3nc(CCc4ccccc4)no3)CC2)c1	5.0%
Cc1cccc(C)c1NC(=O)c1sc(N)nc1-c1ccccc1	-0.8%
Cc1cc(C)cc(N(C(=O)c2csnn2)C(C(=O)NC(C)(C)C)c2cccnc2)c1 (configuration not stated)	8.2%
CCOC(=O)C(c1ccccc1)C(Nc1cc(C(F)(F)F)cc(C(F)(F)F)c1)c1ccccn1 (configuration not stated)	-1.9%[57.5 µM]
Cn1c(=O)c(=O)n(C)c2cc(S(=O)(=O)N3CCCC3C(=O)NCc3cccs3)ccc21 (configuration not stated)	-0.2%[57.5 µM]
CN(Cc1nc(-c2cnccn2)no1)CC(O)c1ccccc1 (configuration not stated)	-4.1%
Other entries.
SMILES	ERK EGF inh
Cc1ccc(C2Nc3ccccc3C(=O)N2CCCN2CCOCC2)cc1 (configuration not stated)	-7.6%[57.5 µM]
O=C(NN1C(=O)c2ccccc2NC1c1cccnc1)c1ccc([N+](=O)[O-])cc1 (configuration not stated)	1.7%
C1CN=C(NC23CC4CC(CC(C4)C2)C3)C1	3.0%
O=C(c1c(F)cccc1F)N(Cc1cccs1)C1CCCC1	-4.2%
O=C(Nc1nnc(C2CC2)s1)C1=NN(C2CCS(=O)(=O)C2)C(=O)CC1 (configuration not stated)	0.4%
CCCCn1nc(CC(=O)NCCN(CC)CC)c2ccccc2c1=O	-1.6%[57.5 µM]
C[n+]1cccc(C(=O)[O-])c1	11.9%
COc1cc(/C=C2/C(=O)ON=C2c2ccccc2)ccc1O	u
COC(=O)CCNC(=O)Cn1cnc2sc3c(c2c1=O)CCCC3	11.8%
CCCCn1c(N)c(N(CC(C)C)C(=O)CCCSc2nncs2)c(=O)[nH]c1=O	-3.2%
CCn1c(/C=C2\C(=O)Nc3ccccc32)nc2ccccc2c1=O	22.7%
O=C(NCCc1ccccc1)C1CCN(C2CCN(Cc3ccco3)CC2)CC1	-12.6%[57.5 µM]
O=C(Nc1ccccc1Cl)/C(Cl)=C(\Cl)S(=O)c1ccccc1 (configuration not stated)	31.6µM*
CCOP(=O)(OCC)C(NC(=O)Nc1ccc(Cl)c(Cl)c1)C(N)=O (configuration not stated)	-5.4%
CCOc1ccc(NC(=O)c2cc(F)c(F)cc2Cl)cc1OCC	-1.0%
CN1C(CC(=O)Nc2ccc(Cl)cc2Cl)c2ccccc2CC1(C)C (configuration not stated)	-5.0%[57.5 µM]
CC(=O)NC1=NN(C(C)=O)C(c2ccc(C(C)C)cc2)S1 (configuration not stated)	-6.9%
NC(=S)N=Nc1c(O)n(CCCl)c2ccc(Cl)cc12	-4.1%
Cc1cccc(N2CC(C(=O)Nc3nnc(SCC(=O)Nc4nccs4)s3)CC2=O)c1 (configuration not stated)	3.0%
N#Cc1c(/N=C\c2ccc(O)c([N+](=O)[O-])c2)sc2c1CCCC2	-2.1%
CN(C)C=NC(=O)c1cc(C(=O)c2ccc(Cl)cc2)c[nH]1	-6.0%
COc1ccc(-c2nc(CCl)cs2)cc1	-0.3%
CCCCC(=O)Nc1ccc(NC(=O)c2cnccn2)cn1	-1.1%
Cn1c(CN2CCN(C(=O)c3ccccc3)CC2)nc2cc([N+](=O)[O-])ccc21	0.6%
Cc1ccc2[nH]c3c(=O)n(CCCN4CCN(C)CC4)cnc3c2c1	-6.8%[57.5 µM]

Ordered by molar mass (low to high): some entries from above
SMILES	ERK EGF inh
NC(=S)N=Nc1c(O)n(CCCl)c2ccc(Cl)cc12	-4.1%
Cn1c(CN2CCN(C(=O)c3ccccc3)CC2)nc2cc([N+](=O)[O-])ccc21	0.6%
O=C(NCCc1ccccc1)C1CCN(C2CCN(Cc3ccco3)CC2)CC1	-12.6%[57.5 µM]

Later entries:
SMILES	ERK EGF inh
CC1CCC(NCC(=O)Nc2cccc(S(N)(=O)=O)c2)CC1 (configuration not stated)	-11.4%
CS(=O)(=O)NCCNC(=O)c1cc(OCC(F)(F)F)ccc1OCC(F)(F)F	-4.4%
CN(C)c1ccc(N=Nc2ccccc2C(=O)OCC(=O)N(C)C2CCCCC2)cc1	u
CCOc1c(C(=O)CC)cc2c(C)cc(=O)oc2c1C	1.2%
S=C(NCCc1ccccn1)Nc1ccc(Cl)cc1	1.3%
CCN(CC)CCN(C(=O)c1ccc([N+](=O)[O-])cc1)c1nc2c(OC)cccc2s1	1.3%
O=C(c1ccccc1F)N1CCN(c2cnn(-c3cccc(Cl)c3)c(=O)c2Cl)CC1	32.1%
CC(C)c1nnc(NC(=O)Cc2ccccc2[N+](=O)[O-])s1	-0.9%
CN(/N=C/c1ccc([N+](=O)[O-])o1)c1ccccc1	25.1µM*
C/C(=N\NC(=S)NC1CCCCC1)c1cccs1	-1.9%
COCC(C)n1c(C)cc(C(=O)CSc2ncccn2)c1C (configuration not stated)	5.5%
C=CC1=C(C(=O)O)N2C(=O)[C@@H](NC(=O)/C(=N\OCC(=O)O)c3csc(N)n3)[C@@H]2SC1	-0.2%[25.7 µM]
C=CCn1c(SCC(N)=O)nc2nc3c(cc2c1=O)COC(C)(C)C3	7.9%[57.5 µM]
Cc1ccc2nsnc2c1NC(=O)COc1ccccc1F	-0.2%
Cc1ccc(CN2CCN(C/C(Cl)=C/c3ccccc3)CC2CCO)o1 (configuration not stated)	-1.4%
COC(=O)c1c(C)oc(C)c1S(=O)(=O)N(Cc1ccccc1)C(C)C	5.0%[57.5 µM]
O=c1[nH]nc(N/N=C/c2ccccc2OC(F)F)c(=O)[nH]1	12.1%[57.5 µM]
CCOP(=O)(OCC)C(O)c1cc(OC)c(OC)c(OC)c1 (configuration not stated)	-2.4%
C=CCN(CC=C)C(=O)Nc1ccc2nc(C)sc2c1	-0.6%
C=CCC(Nc1ccc(OC)cc1)C(=O)OCC (configuration not stated)	-7.2%
CCOC(=O)c1cc(C#N)c(SCC(=O)O)[nH]c1=O	-4.9%
O=C(c1cc(C(F)(F)F)cc(C(F)(F)F)c1)N1CCC2(CC1)CN(Cc1ccccc1)C2	-1.2%
CCC(CC)C1=NN2C(=N)/C(=C\c3cc(C)n(-c4cccc(C)c4)c3C)C(=O)N=C2S1	9.2%
C#CCNC(=O)C(C)c1ncc(C(F)(F)F)cc1Cl (configuration not stated)	-9.3%
Cc1c(N2C(=O)c3cccc4cccc(c34)C2=O)cnn1C	0.2%[57.5 µM]
(continued)
SMILES	ERK EGF inh
Cc1cc2oc(C(=O)N(Cc3ccccc3)c3ccccn3)cc(=O)c2cc1Cl	1.7%[57.5 µM]
CC1CCCCN1CCn1c(=S)[nH]c2cc3c(cc2c1=O)OCO3 (configuration not stated)	6.0%
NS(=O)(=O)c1ccc(O)c(N2C(=O)c3cccc4c(C(=O)O)ccc(c34)C2=O)c1	-6.9%
COc1ccc(CCNC(=O)/C(C#N)=C/c2ccc(OCC(=O)NCC3CCCO3)cc2)cc1OC (configuration not stated)	3.9%
COc1ccc2cc(C(C)c3nc4ccccc4c(=O)n3N)ccc2c1 (configuration not stated)	-5.5%
Cc1ccccc1-c1ncc(CN2CCN(C3CCCC3)C(CCO)C2)cn1 (configuration not stated)	-2.8%
O=C1c2ccccc2C(=O)N1CC(O)CN1CCOCC1 (configuration not stated)	3.9%
CC(=O)Oc1ccc(C(=O)[C@H]2[C@H]3C(=O)N(c4ccc(C)cc4)C(=O)[C@H]3[C@@H]3C=CC=NN32)cc1	0.7%
Cc1cc(C(=O)N(C)C)sc1-c1ccccc1	4.3%
Cc1nc2ccc(NC(=O)Cc3ccc(Br)cc3)cc2s1	0.2%[57.5 µM]
Cc1ccc2c(Cl)cc(Cl)c(OCC(=O)Nc3cccc(S(=O)(=O)N(C)C)c3)c2n1	4.2%
CC(=O)Nc1ccc(S(=O)(=O)N(C2=NCC(C)S2)c2ccccc2)cc1 (configuration not stated)	9.9%
Fc1cccc(Cl)c1CNc1ccc(N2CCCC2)cc1	u
COc1ccc(NC(=O)NNC(=O)c2ccc(Cl)cc2Cl)cc1OC	-2.3%
COC(=O)C/C=C/[C@@H](C)[C@@H](/C=N/OC[C@H]1O[C@H](c2ccccc2)C=C[C@@H]1Oc1ccc(OC)cc1)OC	-2.3%
COc1ccc(NS(=O)(=O)c2cc(NC(=O)C3CC3)ccc2N2CCOCC2)cc1	-32.7%
CCc1nnc(NS(=O)(=O)c2ccc(NC(=O)c3cccc(Cl)c3)cc2)s1	2.2%
Cc1ccc(C2C3=C(CC(C)(C)CC3=O)N=C3c4ccccc4C(=O)C32)cc1 (configuration not stated)	0.0%
O=C(c1ccccc1-n1cccc1)N1N=C(C(F)F)CC1(O)C(F)F (configuration not stated)	-5.5%
O=C(CSc1ccc(-c2ccc(Br)cc2)nn1)N1CCOCC1	0.9%
COc1cc2c(cc1O)C(SC)=NC(C)(C)C2	1.3%
COc1ccccc1CNc1ncnc2ccc(-c3cccnc3)cc12	19.2%
CN(C)S(=O)(=O)c1ccc(C(=O)NCc2ccco2)cc1	7.1%
O=C(O)/C=C/C(=O)N(Cc1ccccc1)Cc1ccco1	5.3%
Cn1c(N)c(C(=O)COC(=O)c2cc(-c3ccccc3)nc3ccccc23)c(=O)n(C)c1=O	u

Entries above that contain a COOH group, in the order listed:
SMILES	ERK EGF inh
CN(Cc1ccco1)S(=O)(=O)c1ccc2c(c1)CCN2C(=O)CCC(=O)O	-1.2%
C=CC1=C(C(=O)O)N2C(=O)[C@@H](NC(=O)/C(=N\OCC(=O)O)c3csc(N)n3)[C@@H]2SC1	-0.2%[25.7 µM]
CCOC(=O)c1cc(C#N)c(SCC(=O)O)[nH]c1=O	-4.9%
NS(=O)(=O)c1ccc(O)c(N2C(=O)c3cccc4c(C(=O)O)ccc(c34)C2=O)c1	-6.9%
O=C(O)/C=C/C(=O)N(Cc1ccccc1)Cc1ccco1	5.3%

The results go on:
SMILES	ERK EGF inh
Cc1ccc(C(=O)NCC(=O)OCC(=O)c2ccc3c(c2)NC(=O)CO3)cc1	-1.6%
CCCCCC1C(=O)CCC1CC(=O)O (configuration not stated)	33.0%
COC(=O)c1ccc(C(=O)OC)c(NC(=O)CN2CCC(C)CC2)c1	-3.7%
COc1ccccc1NC(C)C(=O)Nc1ccc(C(C)=O)cc1 (configuration not stated)	14.0%
CC1(C)Cc2c(sc3nnn(CC(=O)Nc4ccccc4)c(=O)c23)CO1	-10.5%[57.5 µM]
CCN(CC)S(=O)(=O)c1cccc(NC(=O)COC(=O)c2n[nH]c(=O)c3ccccc23)c1	-3.5%
CC(NC1CCCCC1)C(=O)NN=C(c1ccccc1)c1ccccc1 (configuration not stated)	-5.7%[57.5 µM]
CC(Sc1nc(N2CCOCC2)c2c(c1C#N)CC(C)(C)OC2)C(=O)Nc1ccccc1 (configuration not stated)	1.2%
COc1ccc(Cl)cc1-c1csc(N)n1	-10.8%
CCC(=O)Nc1ccc2c(c1)ncn2-c1ccccc1C	1.7%
C=CCn1c(SCC(=O)N(CC)C2CCS(=O)(=O)C2)nc2ccccc2c1=O (configuration not stated)	-1.0%[57.5 µM]
O=C(NCCc1nc2ccccc2[nH]1)/C(=C/c1ccc2c(c1)OCO2)NC(=O)c1ccc(Cl)cc1Cl	5.2%

Four records picked at random from those above:
SMILES	ERK EGF inh
COc1ccccc1NC(C)C(=O)Nc1ccc(C(C)=O)cc1 (configuration not stated)	14.0%
CC1(C)Cc2c(sc3nnn(CC(=O)Nc4ccccc4)c(=O)c23)CO1	-10.5%[57.5 µM]
CC(Sc1nc(N2CCOCC2)c2c(c1C#N)CC(C)(C)OC2)C(=O)Nc1ccccc1 (configuration not stated)	1.2%
CCCCCC1C(=O)CCC1CC(=O)O (configuration not stated)	33.0%

Screening results: PubChem, National Center for Advancing Translational Sciences (NCATS)
